Compound activity deposited in PubChem by National Center for Advancing Translational Sciences (NCATS).
NIH3T3 tox: cytotoxic compounds in NIH 3T3 cells; NIH 3T3 viability, CellTiter-Glo ATP luminescence, 48-72 h; Potency, µM (series often up to 96.7 µM), without a hit: top-dose activity change, negative = cytotoxicity, most hits filed as inhibitors; 4.3% of 94,000 active; AID 1345082; note: potency is the fitted concentration of half-maximal effect; nearly all actives have a fitted effect of over 55% in size
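Cytotoxicity is measured as loss of cellular ATP: NIH 3T3 cells (400/well) are exposed to compound for 48 or 72 hr at 37 °C, then CellTiter-Glo luminescence is imaged after 10 min at room temperature.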
IP6K1 inhibitor: inhibitors of human IP6K1 | IP6K1 kinase, ADP-Glo luminescence, 2 h; active compounds read low | activity change, % (series mostly up to about 58 µM) | 0.81% of 140,000 active | Q92551; in the data active = activity change below about -25%
Target sequence (Q92551 whole entry, looked up): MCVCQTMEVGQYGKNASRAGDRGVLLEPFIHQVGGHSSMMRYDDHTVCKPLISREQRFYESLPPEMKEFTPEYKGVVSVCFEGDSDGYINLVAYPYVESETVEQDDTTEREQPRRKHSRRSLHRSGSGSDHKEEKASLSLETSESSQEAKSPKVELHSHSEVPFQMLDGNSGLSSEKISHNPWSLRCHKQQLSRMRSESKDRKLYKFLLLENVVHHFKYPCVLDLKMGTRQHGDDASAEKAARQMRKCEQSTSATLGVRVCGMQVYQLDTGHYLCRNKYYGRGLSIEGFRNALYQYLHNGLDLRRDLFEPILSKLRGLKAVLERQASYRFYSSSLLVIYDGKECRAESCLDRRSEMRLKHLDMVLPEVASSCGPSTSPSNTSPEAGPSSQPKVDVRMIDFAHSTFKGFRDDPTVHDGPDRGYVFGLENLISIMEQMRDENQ
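ADP-Glo luminescence measures ADP made by human IP6K1 during a 2 h RT reaction with ATP/IP6 (mix at 1.3 mM/130 uM); top library doses 57.5 and 19.1 uM final.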
SNCA expr inhib: reduces expression of the alpha-synuclein gene. Potency, µM (top dose mostly 57.2 µM), without a hit: top-dose activity change, negative = inhibition, most hits filed as inhibitors. AID 1671194. HEK-293 SNCA-luciferase knock-in, luminescence, 24 h. 0.17% of 140,000 active;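 note: potency is the fitted concentration of half-maximal effect; plate controls were DMSO cells for no effect and cell-free wells for full effect; nearly all actives have a fitted effect of over 45% in size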
SNCA viab count: counter-screen for SNCA expression inhibitors: cell viability; HEK-293-SNCA-luc viability, GF-AFC fluorescence, 24 h; 0.12% of 150,000 active; Potency, µM (titrated, usually from 57.1 µM), for inactives: top-dose activity change, negative = cytotoxicity, hits mostly cytotoxic;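 note: potency is the fitted concentration of half-maximal effect; 0% = DMSO-treated cells and -100% = medium-only wells without cells; nearly all actives have a fitted effect of over 30% in size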
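HEK-293-SNCA-luc cells (1500/well) plated 24 h, then exposed 24 h to a dilution series; GF-AFC added 30 min at 37C, fluorescence 405/540 nm; normalised to medium-only and DMSO wells, Hill fit.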
HEK293 tox: cytotoxic compounds in HEK 293 cells. HEK 293 viability, ATP luminescence (CellTiter-Glo), 48-72 h. Potency, µM (doses to about 115 µM), inactives show at the top dose activity change, negative = cytotoxicity, usual class: inhibitors. 6.6% of 94,000 active; note: potency is the fitted concentration of half-maximal effect; nearly all actives have a fitted effect of over 60% in size
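Viability of HEK 293 cells, plated at 250 cells/well, was judged by cellular ATP after compound treatment for 48 or 72 hr. Luminescence was imaged 10 min after CellTiter-Glo addition at room temperature.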
GPT2 inhibitor: inhibitors of human GPT2 alanine aminotransferase. Q8TD30. Recombinant GPT2, coupled pyruvate oxidase/HRP Amplex Red fluorescence. 0.25% of 100,000 active. Potency, µM (doses to about 57.7 µM), without a hit: at the top dose activity change, negative = inhibition, actives largely listed as inhibitors; note: potency is the fitted concentration of half-maximal effect; nearly all actives have a fitted effect of over 60% in size; many of its hits are not listed in these tables
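Fluorescence of coupled pyruvate oxidase/HRP/Amplex Red system (50uM Amplex, 30 min, dark) reports pyruvate formed by GPT2. Enzyme reaction: 10ng/uL GPT2, 2mM L-alanine, 250uM a-KG, 30 min room temperature, pH 7.5; 50uM AOA control.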
Luciferase inh: inhibitors of firefly (Photinus pyralis) luciferase; P08659; purified P. pyralis luciferase, luminescence, biochemical; Potency, µM (highest dose often 115 µM), without a hit: at the top dose activity change, negative = inhibition, hits mostly inhibitors; 2.5% of 76,000 active; AID 1347043; note: potency is the fitted concentration of half-maximal effect; nearly all actives have a fitted effect of over 65% in size
Target sequence (P08659 whole entry, looked up): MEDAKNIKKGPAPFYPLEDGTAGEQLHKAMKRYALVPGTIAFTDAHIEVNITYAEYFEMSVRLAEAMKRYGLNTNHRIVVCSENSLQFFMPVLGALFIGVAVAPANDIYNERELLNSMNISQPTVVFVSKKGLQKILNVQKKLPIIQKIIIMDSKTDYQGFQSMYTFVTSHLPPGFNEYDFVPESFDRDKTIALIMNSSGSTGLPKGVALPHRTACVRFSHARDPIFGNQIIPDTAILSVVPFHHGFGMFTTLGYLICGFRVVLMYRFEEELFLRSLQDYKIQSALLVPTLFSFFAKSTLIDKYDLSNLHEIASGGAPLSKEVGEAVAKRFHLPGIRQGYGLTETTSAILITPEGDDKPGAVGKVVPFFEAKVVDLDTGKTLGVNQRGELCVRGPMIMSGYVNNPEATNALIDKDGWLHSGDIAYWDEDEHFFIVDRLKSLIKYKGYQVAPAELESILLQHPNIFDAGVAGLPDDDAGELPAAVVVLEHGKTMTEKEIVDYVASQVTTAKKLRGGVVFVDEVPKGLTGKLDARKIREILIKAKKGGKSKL
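Luminescence read by CCD imager after adding enzyme (10nM final) to wells holding compound, titrated in qHTS. Substrates 10uM each D-luciferin and ATP; buffer 50mM Tris acetate pH 7.5, 10mM Mg acetate, Tween-20, BSA.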
Numbers without * were called inactive; & = joins results of further samples; ! = a repeat was not active; [ ] = another dose, or the depositor's remark. Unless noted, calls come from the whole dose curve; as a rule, active = well fitted curve in the direction sought with a large enough effect; inconclusive = small, poorly fitted or top-dose-only effect, or another doubt; inactive = no such curve, though single readings can be large; an effect the other way counts as inactive or inconclusive. Unless noted, % is set by controls: 0 for no effect and ±100 for the full control effect.

CN(CCc1ccccn1)[C@@H]1[C@H](O)[C@H](CO)O[C@@H]1CNC1CCOCC1 was read as NIH3T3 tox -6%, IP6K1 inhibitor 0, SNCA expr inhib 3%, SNCA viab count 7%, HEK293 tox -6%, GPT2 inhibitor inactive and Luciferase inh -5%.
CC(C)C[C@H](CO)NC(=O)C[C@@H]1c2nc(NC(=O)C(C)(C)C)sc2C[C@@H]2[C@](C)(CO)[C@H](O)CC[C@]21C was read as NIH3T3 tox -19%, IP6K1 inhibitor 18, SNCA expr inhib inconclusive, SNCA viab count -22%, HEK293 tox -25%, GPT2 inhibitor -7% and Luciferase inh -11%.
Screening COc1cc(N2CCC(N3CCN(C)CC3)CC2)ccc1Nc1ncc(Cl)c(Nc2ccccc2P(C)(C)=O)n1 returned IP6K1 inhibitor 11, SNCA viab count -21% and GPT2 inhibitor inconclusive.
`COc1ccc(CNC(=O)CCCN2C(=O)CSc3c2c(C)nn3-c2ccccc2)c(OC)c1` gave IP6K1 inhibitor -6, SNCA expr inhib -22% and SNCA viab count -16%.
`CCOc1ccc(C(=O)N2c3ccccc3CC2c2nc(CCOC)no2)cc1` (configuration not stated) gave NIH3T3 tox inconclusive, IP6K1 inhibitor 2, SNCA expr inhib -15%, SNCA viab count 3%, HEK293 tox inconclusive and GPT2 inhibitor -7%.
Screening CCCC(=O)Nc1cccc(C(=O)NCCN2N=C(c3ccccc3)CCC2=O)c1 returned NIH3T3 tox -17%, IP6K1 inhibitor -9, SNCA expr inhib -19%, SNCA viab count -1%, HEK293 tox inconclusive, GPT2 inhibitor -1% and Luciferase inh 0%.
Cc1cc(F)ccc1NC(=O)CCC1CCCN(C(=O)Cc2ccc3c(c2)OCO3)C1 (configuration not stated) was read as NIH3T3 tox inconclusive, IP6K1 inhibitor 2, SNCA expr inhib inconclusive, SNCA viab count -1%, HEK293 tox -26%, GPT2 inhibitor -1% and Luciferase inh -5%.
For Cn1cnc(S(=O)(=O)N2CCC(C(=O)N3CCCCCCNC(=O)CC3)CC2)c1 the results were NIH3T3 tox -8%, IP6K1 inhibitor 3, SNCA expr inhib 1%, SNCA viab count 3%, HEK293 tox -1%, GPT2 inhibitor 3% and Luciferase inh 0%.
`Cn1nc2n(c1=O)CCC(NC(=O)CN1CCCC1=O)CC2` (configuration not stated) gave NIH3T3 tox inactive, IP6K1 inhibitor -3, SNCA expr inhib -1%, SNCA viab count 2%, HEK293 tox inactive, GPT2 inhibitor 5% and Luciferase inh -2%.
`Cc1nc(C2CC(O)C2)cc(N2CCN(CCc3ccccc3)CC2)n1` (configuration not stated) gave NIH3T3 tox -29%, IP6K1 inhibitor 13, SNCA expr inhib 4%, SNCA viab count -7%, HEK293 tox inconclusive, GPT2 inhibitor inactive and Luciferase inh 5%.
`COc1cccc2c1Oc1ncccc1N(c1ccc(C(=O)NCc3ccccc3C)s1)C2` gave IP6K1 inhibitor 0, SNCA expr inhib inconclusive and SNCA viab count -6%.
Screening CCN1CCN(C(=O)CNC(=O)c2cccc(-c3ccsc3)c2)CC1 returned NIH3T3 tox -19%, IP6K1 inhibitor 2, SNCA expr inhib 1%, SNCA viab count 8%, HEK293 tox -27% and GPT2 inhibitor -21%.
For COCCNC(=O)C1CCN(C(=O)c2ccc(-c3cncnc3)cc2)CC1 the results were NIH3T3 tox -6%, IP6K1 inhibitor 11 and HEK293 tox 1%.
Screening CCCn1c(=O)c2sccc2n2c(CCCC(=O)NCCOC)nnc12 returned IP6K1 inhibitor 15, SNCA expr inhib 1% and SNCA viab count inconclusive.
For O=C(Nc1ccccc1)O[C@@H]1CO[C@H]2[C@@H]1OC[C@@H]2NC(=S)Nc1ccc(F)cc1 the results were NIH3T3 tox inconclusive, IP6K1 inhibitor -1, SNCA expr inhib -11%[87.6 µM], SNCA viab count 2%[87.6 µM], HEK293 tox inconclusive, GPT2 inhibitor 2%[88.5 µM] and Luciferase inh -7%[172 µM].
Screening Cc1ccc(C(=O)N2CCN(C3CCN(C)C3=O)CC2)cc1C (configuration not stated) returned NIH3T3 tox -10%, IP6K1 inhibitor 16, SNCA expr inhib -3%, SNCA viab count -13%, HEK293 tox -5%, GPT2 inhibitor 2% and Luciferase inh 1%.
For COCc1ccc2c(c1)c(OC(C)(C)C(=O)Nc1ccn(C)n1)nn2CCC(C)C the results were NIH3T3 tox inconclusive, IP6K1 inhibitor 1, SNCA expr inhib -3%[87.6 µM], SNCA viab count -8%[87.6 µM], HEK293 tox inconclusive, GPT2 inhibitor -8%[88.5 µM] and Luciferase inh -2%[172 µM].
O=c1[nH]c(C2CCCN(Cc3ccc(OC(F)(F)F)cc3)C2)nn1-c1ccc(Cl)cc1 (configuration not stated) was read as NIH3T3 tox -26%, IP6K1 inhibitor 17, SNCA expr inhib -13%, SNCA viab count 5%, HEK293 tox -2%, GPT2 inhibitor -2% and Luciferase inh 4%.
O=C(c1ccno1)N1C[C@@H]2OCC(=O)N(CC3CCCCC3)[C@@H]2C1 was read as NIH3T3 tox inactive, IP6K1 inhibitor -4, SNCA expr inhib -1%[87.6 µM], SNCA viab count 1%[87.6 µM], HEK293 tox 3%[172 µM], GPT2 inhibitor inactive and Luciferase inh 4%[172 µM].
For CCOc1ccc(N(CC(=O)Nc2ccccc2CC)S(=O)(=O)c2c(C)noc2C)cc1 the results were IP6K1 inhibitor 26, SNCA expr inhib 20% and SNCA viab count -18%.
`CC[C@H]1CN(C(=O)NC(C)C)CC[C@H]1CC(=O)N1CCC(C(=O)OC)CC1` gave NIH3T3 tox -2%[174 µM], IP6K1 inhibitor -12, SNCA expr inhib 4%[87.6 µM], SNCA viab count -20%[87.6 µM], HEK293 tox inactive, GPT2 inhibitor 1%[88.5 µM] and Luciferase inh -5%[172 µM].
`Cc1ccc(S(=O)(=O)Cc2ccc(C(=O)N3CCN(c4cccc(Cl)c4)CC3)o2)cc1` gave IP6K1 inhibitor 1, SNCA expr inhib -10% and SNCA viab count -17%.
Screening CN(C)c1ccc(-c2nc(C3CC(=O)N(c4ccc(F)cc4)C3)no2)cc1 (configuration not stated) returned NIH3T3 tox -2%, IP6K1 inhibitor -3, SNCA expr inhib 9%, SNCA viab count 5%, HEK293 tox 1%, GPT2 inhibitor inactive and Luciferase inh -2%.
CN(C)C[C@@H]1CN(c2ccncn2)C[C@H]1NC(=O)c1cc(C2CC2)[nH]n1 was read as NIH3T3 tox -2%, IP6K1 inhibitor 3, SNCA expr inhib -13%, SNCA viab count -1%, HEK293 tox 4%, GPT2 inhibitor inactive and Luciferase inh -2%.
COCCCNC(=O)CN1C(=O)CSc2ccc(S(=O)(=O)N3CCOCC3)cc21 was read as IP6K1 inhibitor -7, SNCA expr inhib 0% and SNCA viab count 5%.
`CCC1(N2CCN(S(=O)(=O)c3ccc(Cl)s3)CC2)CCN(C(=O)C(C)C)C1` (configuration not stated) gave NIH3T3 tox inconclusive, IP6K1 inhibitor 9, SNCA expr inhib -7%, SNCA viab count -7%, HEK293 tox inconclusive, GPT2 inhibitor inactive and Luciferase inh -1%.
CCN(CCNC(=O)C1CCCN(c2cnn(C)c(=O)c2)C1)c1cccc(C)c1 (configuration not stated) was read as NIH3T3 tox -26%, IP6K1 inhibitor 16, SNCA expr inhib -15%, SNCA viab count 3%, HEK293 tox -24%, GPT2 inhibitor 1% and Luciferase inh 0%.
`CC(=O)Nc1ccc(CN[C@@H]2CO[C@H](CNS(C)(=O)=O)[C@H]2O)cc1` gave NIH3T3 tox inactive, IP6K1 inhibitor 7, SNCA expr inhib -17%[87.6 µM], SNCA viab count 0%[87.6 µM], HEK293 tox 3%[172 µM], GPT2 inhibitor -8%[88.5 µM] and Luciferase inh -6%[172 µM].
COc1ccc(-n2nc(C3CCN(Cc4ccc(F)cc4)CC3)[nH]c2=O)cc1 was read as NIH3T3 tox inconclusive, IP6K1 inhibitor 1&8, SNCA expr inhib inconclusive, SNCA viab count -14%&-18%, HEK293 tox 18µM*!, GPT2 inhibitor inactive and Luciferase inh -5%&7%.
C[C@@H]1O[C@@H](OC[C@H]2O[C@@H](OC(CCCCc3ccc(O)cc3)CCc3ccc(O)cc3)[C@H](O)[C@@H](O)[C@@H]2O)[C@H](O)[C@H](O)[C@H]1O (some centres not stated) was read as IP6K1 inhibitor 0, SNCA viab count -11%[23.9 µM] and GPT2 inhibitor -12%[17.1 µM].
COc1ccc(-c2nn(-c3ccccc3)cc2CN2CCC(CO)CC2)c(F)c1 was read as NIH3T3 tox inconclusive, IP6K1 inhibitor -3, SNCA expr inhib 24%, SNCA viab count 6%, HEK293 tox inconclusive, GPT2 inhibitor -11% and Luciferase inh -1%.
`CC(=O)N1CCN([C@H]2[C@@H]3OC[C@@H](O3)[C@@H](NC(=O)Nc3ccc(F)cc3)[C@@H]2O)CC1` gave NIH3T3 tox -19%[174 µM], IP6K1 inhibitor 16, SNCA expr inhib -18%[87.6 µM], SNCA viab count 1%[87.6 µM], HEK293 tox -1%[172 µM], GPT2 inhibitor 3%[88.5 µM] and Luciferase inh 9%[172 µM].
For CN(C)CC1(O)CCCN(Cc2ccc(Oc3ccc(Cl)cc3)cc2)C1 (configuration not stated) the results were NIH3T3 tox 22µM*, IP6K1 inhibitor 11, SNCA expr inhib inconclusive, SNCA viab count inconclusive, HEK293 tox inconclusive, GPT2 inhibitor 0% and Luciferase inh 9%.
For COc1ccc(-c2ccc(C(=O)NCC3CC3)c(Cl)c2)nn1 the results were NIH3T3 tox -21%[138 µM], IP6K1 inhibitor -10 and HEK293 tox -20%[172 µM].
For Cc1nc2ncccn2c1C(=O)N1CCNCC(C(=O)O)C1 (configuration not stated) the results were NIH3T3 tox inactive, IP6K1 inhibitor -6, SNCA expr inhib -3%, SNCA viab count -5%, HEK293 tox inactive, GPT2 inhibitor -2% and Luciferase inh 7%.
Screening COC(=O)C1=CN(CC(=O)N(C)c2ccccc2)S(=O)(=O)N=C1C returned NIH3T3 tox -9%, IP6K1 inhibitor -16, SNCA expr inhib 4%, SNCA viab count -7%, HEK293 tox 0%, GPT2 inhibitor inactive and Luciferase inh 4%.
O=C(Cn1ccn2nc(-c3ccc(F)cc3)c(CO)c2c1=O)Nc1ccc2c(c1)OCCO2 was read as NIH3T3 tox -4%, IP6K1 inhibitor -1, SNCA expr inhib -28%, SNCA viab count -11%, HEK293 tox -6%, GPT2 inhibitor -15% and Luciferase inh -5%.

Molecules listed so far that have two or more sulfur atoms (2):
COCCCNC(=O)CN1C(=O)CSc2ccc(S(=O)(=O)N3CCOCC3)cc21 was read as IP6K1 inhibitor -7, SNCA expr inhib 0% and SNCA viab count 5%.
`CCC1(N2CCN(S(=O)(=O)c3ccc(Cl)s3)CC2)CCN(C(=O)C(C)C)C1` (configuration not stated) gave NIH3T3 tox inconclusive, IP6K1 inhibitor 9, SNCA expr inhib -7%, SNCA viab count -7%, HEK293 tox inconclusive, GPT2 inhibitor inactive and Luciferase inh -1%.
